MC4R antagonist: blocks human MC4R cAMP signaling. P32245. MC4R-expressing cells, MTII-stimulated cAMP, LANCE TR-FRET. inhibition, % at 6.5 µM. 360,000 compounds, 0.48% hits;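 active = inhibition above its plate's cutoff, the mean of tested wells on that plate plus 3 SD, cut at about 29% in these data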;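 note: 0% = Melanotan II alone and 100% = Melanotan II plus saturating MCL0020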
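Assay system: human MC4R-expressing U2OS cells; reagent: Melanotan II stimulation of cells; dosing: 6.5 µM single dose; timing: compound 30 min, challenge 1 h, detection 1 h; signal: TR-FRET cAMP assay; replicates: one well per compound, no replicates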
CaV13 ICDI inh: Primary screen for inhibitors of IQ motif and Ca2+-dependent inactivation inhibitor domain binding in CACNA1D, Förster resonance energy transfer in living cells, … | HEK cells, CFP/YFP FRET ICDI-IQ, plate reader, 10 min; percent FRET-ratio fall versus neutral wells | inhibition, % at 12.3 µM | 340,000 compounds, 0.098% hits;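 active = mean replicate inhibition of at least 30% and at least 1% of replicates passing that level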;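 note: 0% = median of the neutral control wells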
ABCB6 inh 2: blocks the human ABCB6 transporter. 360,000 compounds, 0.19% hits. K562-ABCB6 porphyrin accumulation, flow cytometry, 1 h; stronger effect = lower value. fluorescence ratio to DMSO, % at 10 µM;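 active = fluorescence ratio to DMSO below 75%, the collection mean minus 3 SD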;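 note: signal is porphyrin accumulated inside mitochondria; 100% equals median channel fluorescence of DMSO control wells; lower ratio means ABCB6 inhibition with less porphyrin fluorescence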
Target sequence (Q9NP58 whole entry, looked up): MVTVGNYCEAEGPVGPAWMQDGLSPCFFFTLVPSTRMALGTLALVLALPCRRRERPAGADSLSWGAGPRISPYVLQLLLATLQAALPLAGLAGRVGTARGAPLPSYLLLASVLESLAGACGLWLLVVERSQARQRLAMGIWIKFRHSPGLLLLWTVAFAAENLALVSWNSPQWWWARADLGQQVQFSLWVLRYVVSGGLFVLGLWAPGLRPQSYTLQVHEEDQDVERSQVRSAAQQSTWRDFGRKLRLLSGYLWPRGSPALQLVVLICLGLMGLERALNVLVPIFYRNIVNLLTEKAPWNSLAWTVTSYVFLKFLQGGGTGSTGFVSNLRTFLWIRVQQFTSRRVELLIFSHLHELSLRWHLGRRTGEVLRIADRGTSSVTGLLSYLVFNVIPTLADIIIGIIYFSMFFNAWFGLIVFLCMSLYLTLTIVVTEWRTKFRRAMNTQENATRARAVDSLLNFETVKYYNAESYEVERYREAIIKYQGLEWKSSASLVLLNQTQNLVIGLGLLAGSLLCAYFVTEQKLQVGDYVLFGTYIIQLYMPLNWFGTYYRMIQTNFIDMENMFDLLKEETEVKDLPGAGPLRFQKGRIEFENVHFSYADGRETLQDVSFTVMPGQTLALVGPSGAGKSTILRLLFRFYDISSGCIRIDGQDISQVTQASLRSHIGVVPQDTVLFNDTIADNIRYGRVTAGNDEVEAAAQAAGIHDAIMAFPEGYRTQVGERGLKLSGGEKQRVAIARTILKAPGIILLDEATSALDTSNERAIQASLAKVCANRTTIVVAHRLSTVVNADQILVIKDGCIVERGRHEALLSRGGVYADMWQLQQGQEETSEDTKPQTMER
PDI inh: blocks human protein disulfide isomerase activity. P07237. PDI insulin aggregation turbidity, A650, 90 min. inhibition, % at 10 µM. 350,000 compounds, 0.052% hits;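 active = mean inhibition across replicates of 30% or more, whatever share of single replicates reach that level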;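 note: absorbance from insulin aggregation driven by PDI reduction with DTT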
m5-HT2A agonist: agonists of mouse serotonin 5-HT2A receptor (HTR2A); activation, % at 7.6 µM; 360,000 compounds, 0.66% hits; CHO-K1 mHTR2A beta-arrestin complementation, luminescence; percent of 30 µM serotonin response; AID 624169;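 active = activation above a run cutoff, the mean activation of all tested compounds plus 3 SD, cut at about 14% in these data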;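 note: 0% = plate median of compound wells and 100% = 30 µM serotonin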
aDG glyco act: increases alpha dystroglycan glycosylation. Pro5-aDG cells, alpha-DG glycosylation AlphaScreen (IIH6); 0% Pro5, 100% B10-LARGE cell signal. activation, % at 10 µM. 360,000 compounds, 0.22% hits;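 active = activation of at least 8% versus controls, or a plate z-score of at least 8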;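 note: Pro5 are CHO cells carrying HIG-tagged alpha-DG that lacks glycosylation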
Cardio protect: protects H9c2 cardiomyocytes from peroxide injury. H2O2 injury protection, ATPLite, 2 h. protection from H2O2 cell death, % at 20 µM. 360,000 compounds, 0.63% hits. AID 588492;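 active = compounds giving at least 50% protection of heart cells from peroxide-induced death in the single-dose screen, raw or plate-pattern-corrected value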;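 note: 0% = DMSO wells with peroxide and 100% = DMSO wells without peroxide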
Vif inh: inhibitors of HIV Vif; AID 602346; 340,000 compounds, 0.35% hits; HEK293T cells, Vif self-association by quenched fluorescence, imaging, 24 h; inhibition, % at 7.49 µM; in the data active = inhibition above about 50%, passing the limit was not always enough; note: some results filed as inactive read as strong as hits
Glyco luc inh: blocks N-linked glycosylation in D54 reporter cells. AID 588692. 360,000 compounds, 0.23% hits. reporter increase, % at 12.5 µM. D54 ERlucT glycosylation luciferase reporter, 24 h; percent of 100 nM tunicamycin response;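 active = mean luciferase reporter signal, scaled so untreated is 0 and the glycosylation-blocking control 100, at or above a set limit in every replicate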;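 note: luciferase carries N-glycosylation sites so blocking glycosylation raises the light; 0% = median of neutral control wells and 100% = median of 100 nM tunicamycin wells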
MC4R barr agon: human MC4R agonism via beta-arrestin; U2OS MC4R beta-arrestin complementation, luminescence; percent of melanotan II response, DMSO zero; activation, % at 8.9 µM; 360,000 compounds, 0.98% hits; AID 540308;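 active = activation above a per-plate cutoff, the mean activation of sample wells on that plate plus 3 SD, cut at about 8% in these data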
Starred values were filed as active, the others as inactive. An unsorted share of the library (roughly 3.6% active in at least one column).

O=C(NCCCN1CCCC1=O)c1cc(S(=O)(=O)N2CCOCC2)c(Cl)cc1Cl was read as MC4R antagonist -3.1, CaV13 ICDI inh -6.8, ABCB6 inh 2 90.0, PDI inh 7.5, m5-HT2A agonist -1.7, aDG glyco act -0.2, Cardio protect 6.1, Vif inh 4.4, Glyco luc inh 1.0 and MC4R barr agon -2.7.
CCOc1ccc(CNS(=O)(=O)c2cccs2)cc1OCC was read as MC4R antagonist 3.8, CaV13 ICDI inh -21.5, ABCB6 inh 2 97.0, PDI inh 7.4, m5-HT2A agonist -2.0, aDG glyco act 0.2, Cardio protect 0.4, Vif inh 2.9, Glyco luc inh 1.5 and MC4R barr agon -2.5.
For COc1ccc(Cl)cc1C(=O)NNC(=O)c1ccncc1 the results were MC4R antagonist -4.3, CaV13 ICDI inh -21.2, ABCB6 inh 2 101.0, PDI inh -3.3, m5-HT2A agonist 1.5, aDG glyco act -0.2, Cardio protect -2.5, Vif inh 0.7, Glyco luc inh -1.0 and MC4R barr agon 2.0.
`Cc1sc2ncn3ncnc3c2c1C` gave MC4R antagonist -0.6, CaV13 ICDI inh 13.5, ABCB6 inh 2 95.0, PDI inh 6.1, m5-HT2A agonist -1.7, aDG glyco act -0.1, Cardio protect -5.8, Vif inh 1.0, Glyco luc inh -4.6 and MC4R barr agon -1.3.
For COC(=O)c1ccc(C)c(NC(=O)CCCN2C(=O)NC(C)(C)C2=O)c1 the results were MC4R antagonist -6.6, CaV13 ICDI inh -5.6, ABCB6 inh 2 95.0, PDI inh -2.7, m5-HT2A agonist 10.4, aDG glyco act -0.1, Cardio protect -1.9, Vif inh -3.6, Glyco luc inh 0.5 and MC4R barr agon -2.9.
For COc1ccc(NC(=O)CNCc2ccc(Cl)cc2)cc1S(=O)(=O)N1CCOCC1 the results were MC4R antagonist -1.4, CaV13 ICDI inh -2.3, ABCB6 inh 2 95.0, PDI inh 3.5, m5-HT2A agonist -0.9, aDG glyco act 0.3, Cardio protect 0.8, Vif inh 15.0, Glyco luc inh 1.3 and MC4R barr agon -1.4.
Screening CCOc1ccccc1/C=N/NC(=O)c1cc(C(C)C)[nH]n1 returned MC4R antagonist 17.8, CaV13 ICDI inh -3.1, ABCB6 inh 2 98.0, PDI inh -12.2, m5-HT2A agonist -5.8, aDG glyco act 0.1, Cardio protect 3.3, Vif inh 0.4, Glyco luc inh 1.7 and MC4R barr agon -0.9.
Screening O=C(NCc1cccs1)c1ccc2sc([C@@H]3O[C@H](CO)[C@H](O)[C@H](O)[C@H]3O)nc2c1 returned MC4R antagonist -0.3, CaV13 ICDI inh -3.9, ABCB6 inh 2 80.0, PDI inh -2.3, m5-HT2A agonist 3.9, aDG glyco act -0.4, Cardio protect -0.7, Vif inh 15.3, Glyco luc inh 1.0 and MC4R barr agon -2.2.
For Cn1nnc(NC(=O)c2ccc(C(C)(C)C)cc2)n1 the results were MC4R antagonist 0.2, CaV13 ICDI inh -7.5, ABCB6 inh 2 95.0, PDI inh -6.6, m5-HT2A agonist 5.9, aDG glyco act 0.2, Cardio protect -10.5, Vif inh -3.6, Glyco luc inh -5.2 and MC4R barr agon -2.2.
Screening CCOC(=O)c1nnn(-c2nonc2-n2cccc2)c1-c1cccc([N+](=O)[O-])c1 returned MC4R antagonist -0.6, CaV13 ICDI inh -5.0, ABCB6 inh 2 97.0, PDI inh -3.6, m5-HT2A agonist 2.0, aDG glyco act -0.1, Cardio protect -6.2, Vif inh 4.6, Glyco luc inh -2.4 and MC4R barr agon 0.3.
`CC(=O)c1ccc(NC(=O)Nc2ccc(Br)cc2C)cc1` gave MC4R antagonist 3.5, CaV13 ICDI inh -2.4, ABCB6 inh 2 92.0, PDI inh -6.2, m5-HT2A agonist -0.6, aDG glyco act 0.6, Cardio protect -21.2, Vif inh 0.2, Glyco luc inh 0.2 and MC4R barr agon 0.5.
`COc1cc(C(=O)NNC(=O)CN2C(=O)NC(C)(c3ccc(C)cc3)C2=O)cc(OC)c1OC` (stereo not drawn) gave MC4R antagonist -0.2, CaV13 ICDI inh -3.3, ABCB6 inh 2 96.0, PDI inh -2.1, m5-HT2A agonist -1.7, aDG glyco act -0.1, Cardio protect 0.8, Vif inh -2.3, Glyco luc inh 1.2 and MC4R barr agon -2.1.
Screening COc1ccc(S(=O)(=O)NCCOc2ccccc2)cc1C returned MC4R antagonist 6.2, CaV13 ICDI inh 0.3, ABCB6 inh 2 100.0, PDI inh -11.0, m5-HT2A agonist -2.9, aDG glyco act -0.2, Cardio protect -2.5, Vif inh 0.8, Glyco luc inh 0.5 and MC4R barr agon 0.6.
`CC1=NN(c2ccccc2)C(=O)/C1=C\C=C1/N(C)c2ccccc2C1(C)C` gave MC4R antagonist 7.5, CaV13 ICDI inh -4.8, ABCB6 inh 2 112.0, PDI inh -12.5, m5-HT2A agonist -6.5, aDG glyco act 0.0, Cardio protect -3.2, Vif inh -2.6, Glyco luc inh -5.5 and MC4R barr agon -4.7.
Screening COC(=O)c1cc(C(=O)c2ccc(C(C)(C)C)cc2)c[nH]1 returned MC4R antagonist -3.3, CaV13 ICDI inh 4.3, ABCB6 inh 2 96.0, PDI inh 4.8, m5-HT2A agonist -1.3, aDG glyco act 0.4, Cardio protect -16.9, Vif inh -32.1, Glyco luc inh -5.2 and MC4R barr agon 0.0.
`CCCCCC(=O)Nc1cccc(C2=NOC3(C2)C[C@@H](C(N)=O)N(C(=O)CC(c2ccccc2)c2ccccc2)C3)c1` (stereo partly drawn) gave MC4R antagonist 4.8, CaV13 ICDI inh -4.9, ABCB6 inh 2 100.0, PDI inh 0.3, m5-HT2A agonist 5.2, aDG glyco act -0.2, Cardio protect 6.9, Vif inh -3.7, Glyco luc inh -1.0 and MC4R barr agon -1.4.
CC(=O)Nc1ccc(-c2ccnc3c2CC(C)(C(=O)Nc2cccc(Oc4ccccc4)c2)O3)cc1 (stereo not drawn) was read as MC4R antagonist -7.5, CaV13 ICDI inh -5.9, ABCB6 inh 2 95.0, PDI inh 4.1, m5-HT2A agonist -2.3, aDG glyco act 1.3, Cardio protect 8.0, Vif inh -3.5, Glyco luc inh -1.6 and MC4R barr agon 1.2.
`COc1ccc(C(=O)Nc2ccc(NC(=O)c3ccccn3)cn2)cc1` gave MC4R antagonist 26.0, CaV13 ICDI inh -6.7, ABCB6 inh 2 97.0, PDI inh -1.8, m5-HT2A agonist 4.5, aDG glyco act 0.0, Cardio protect 0.8, Vif inh 0.2, Glyco luc inh -4.2 and MC4R barr agon -0.2.
CC(Oc1ccc2c3c(c(=O)oc2c1)CCC3)C(=O)NCCCn1ccnc1 (stereo not drawn) was read as MC4R antagonist 7.1, CaV13 ICDI inh -5.5, ABCB6 inh 2 95.0, PDI inh 10.3, m5-HT2A agonist -3.5, aDG glyco act -0.2, Cardio protect 5.7, Vif inh 1.7, Glyco luc inh 0.8 and MC4R barr agon 0.1.
For O=C(c1ccccc1)N1CCN(Cc2c[nH]c3ccccc23)CC1 the results were MC4R antagonist -1.8, CaV13 ICDI inh -3.7, ABCB6 inh 2 95.0, PDI inh 6.2, m5-HT2A agonist 0.3, aDG glyco act 0.6, Cardio protect 0.9, Vif inh 10.3, Glyco luc inh -1.5 and MC4R barr agon 2.1.
Screening CC(=O)c1ccc(NC(=O)c2cccs2)cc1 returned MC4R antagonist 4.6, CaV13 ICDI inh -8.7, ABCB6 inh 2 96.0, PDI inh -1.6, m5-HT2A agonist -6.0, aDG glyco act 0.0, Cardio protect -8.7, Vif inh 11.2, Glyco luc inh -7.8 and MC4R barr agon -2.8.
Screening O=C(COc1cccc2ccccc12)Nc1nc2ccccc2[nH]1 returned MC4R antagonist 9.3, CaV13 ICDI inh -4.8, ABCB6 inh 2 106.0, PDI inh 1.2, m5-HT2A agonist -5.3, aDG glyco act -0.1, Cardio protect 19.9, Vif inh 5.1, Glyco luc inh 1.8 and MC4R barr agon -1.1.
`COCCNC(=O)C1CCN(C(=O)C2CC(=O)N(c3ccc(C)cc3)C2)CC1` (stereo not drawn) gave MC4R antagonist 4.6, CaV13 ICDI inh -4.0, ABCB6 inh 2 94.0, PDI inh -3.8, m5-HT2A agonist 14.4, aDG glyco act -0.1, Cardio protect 1.0, Vif inh 4.0, Glyco luc inh 2.4 and MC4R barr agon 2.2.
CCCCCNC(=O)CCCCn1c(=O)[nH]c2cc(OCC)c(OCC)cc2c1=O was read as MC4R antagonist 9.1, CaV13 ICDI inh -4.9, ABCB6 inh 2 93.0, PDI inh 14.6, m5-HT2A agonist 6.0, aDG glyco act 0.3, Cardio protect -5.8, Vif inh -1.0, Glyco luc inh 0.6 and MC4R barr agon -2.4.
For Cc1cccc(Cn2cnc3c(N)c(C)c(C)cc32)c1 the results were MC4R antagonist -1.5, CaV13 ICDI inh 8.6, ABCB6 inh 2 96.0, PDI inh -3.7, m5-HT2A agonist -2.5, aDG glyco act 0.0, Cardio protect -8.4, Vif inh -0.5, Glyco luc inh -4.3 and MC4R barr agon -2.9.
`CCOC(=O)C1(CCOc2ccccc2)CCN(Cc2cc(OC)ccc2OC)CC1` gave MC4R antagonist 1.9, CaV13 ICDI inh 16.4, ABCB6 inh 2 97.0, PDI inh 13.4, m5-HT2A agonist -6.2, aDG glyco act 0.1, Cardio protect -9.0, Vif inh -5.3, Glyco luc inh -2.1 and MC4R barr agon 0.1.
Screening Cc1sc2nc(SCC(=O)N3CCCC3)[nH]c(=O)c2c1C returned MC4R antagonist 12.4, CaV13 ICDI inh -7.1, ABCB6 inh 2 103.0, PDI inh 12.1, m5-HT2A agonist -0.9, aDG glyco act 0.3, Cardio protect 79.5*, Vif inh -5.1, Glyco luc inh 1.4 and MC4R barr agon 1.0.
Screening CC(Sc1nc2ccccc2s1)C(=O)Nc1nnc(C(C)C)s1 (stereo not drawn) returned MC4R antagonist 1.2, ABCB6 inh 2 101.0, m5-HT2A agonist -4.7, aDG glyco act -0.3, Cardio protect -3.0, Vif inh -1.7, Glyco luc inh 2.0 and MC4R barr agon 1.0.
`CCC1(CC)C(=O)C2=C3C1[C@H](C(=O)OC)CC(C(=O)OC)C[C@H]3n1c(=O)n(C)c(=O)n1[C@H]2C` (stereo partly drawn) gave MC4R antagonist 3.2, CaV13 ICDI inh -6.7, ABCB6 inh 2 102.0, PDI inh -2.7, m5-HT2A agonist 1.8, aDG glyco act 0.1, Cardio protect 4.2, Vif inh 1.1, Glyco luc inh 2.8 and MC4R barr agon 1.3.
`CCN(CC)c1ccc(/C=N/Nc2nc(C)cc(=O)[nH]2)cc1` gave MC4R antagonist -14.9, CaV13 ICDI inh -3.7, ABCB6 inh 2 98.0, PDI inh -4.8, m5-HT2A agonist 0.6, aDG glyco act 0.0, Cardio protect -2.3, Glyco luc inh 2.1 and MC4R barr agon -0.6.
Screening CC(C)OC(=O)C1C(=O)CC(C)(O)C(C(=O)OC(C)C)C1c1cccnc1 (stereo not drawn) returned MC4R antagonist 0.8, CaV13 ICDI inh -3.3, ABCB6 inh 2 96.0, PDI inh 8.1, m5-HT2A agonist 3.4, aDG glyco act -0.1, Cardio protect 2.4, Vif inh 1.9, Glyco luc inh 2.3 and MC4R barr agon -0.2.
